# Bioassay records: PubChem BioAssay, several laboratories
# M1 agonist: agonists of M1 muscarinic receptor; CHO-M1 cells, Fluo-4 calcium fluorescence, agonist mode; stronger effect = higher value; B-score at 10 µM; hit rate 3% among 64,000; AID 626;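 active = fluorescence rise, raw or as B-score row- and column-corrected plate score, outside the 99.7% band of its plate's samples, either direction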
# Jurkat tox 60K: cytotoxic compounds reducing Jurkat cell viability; hit rate 1.2% among 56,000; Jurkat E6.1 viability, ATP luminescence, 48 h; inhibition, % at 4 µM;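 active = inhibition above the mean inhibition of all tested compounds plus 3 SD, cut at about 28% in these data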
# D1 mod: allosterically modulates the human D1 dopamine receptor; HEK293 D1, CRE-luciferase, dopamine EC30 potentiation; actives deviate in either direction; hit rate 5.9% among 58,000; B-score at 10 µM; P21728; AID 641;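 active = luminescence count or its row- and column-corrected plate score outside the 99.7% band of the plate's sample wells, on either side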
# S1P3 ag: S1P3 (human) receptor agonism; Q99500; S1P3 NFAT-BLA reporter cells, FRET ratio; relative to 1 µM S1P, basal subtracted; activation, % at 4.5 µM; hit rate 0.1% among 60,000; AID 373;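 active = activation above the screen-wide mean plus 3 SD, cut at about 4.5% in these data, passing the limit was not always enough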; also: some compounds called inactive have numbers as strong as hits
# Target sequence (Q99500 whole entry, looked up): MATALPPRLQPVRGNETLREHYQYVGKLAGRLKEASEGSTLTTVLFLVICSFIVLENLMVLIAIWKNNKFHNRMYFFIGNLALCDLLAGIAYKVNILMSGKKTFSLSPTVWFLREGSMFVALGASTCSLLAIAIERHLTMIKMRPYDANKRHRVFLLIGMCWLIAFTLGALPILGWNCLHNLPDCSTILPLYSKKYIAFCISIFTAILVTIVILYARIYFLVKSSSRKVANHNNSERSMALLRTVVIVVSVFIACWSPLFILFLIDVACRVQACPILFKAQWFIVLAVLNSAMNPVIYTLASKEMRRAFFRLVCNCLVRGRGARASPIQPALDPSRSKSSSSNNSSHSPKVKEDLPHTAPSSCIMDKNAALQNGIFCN
#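 material = human S1P3 NFAT-BLA reporter CHO cells | schedule = 4 h compound at 37 °C, 2 h substrate at RT | measured by = fluorescent BLA substrate, ex 405 nm, em 460/535 nm ratio | controls = 1 µM S1P reference | replication = primary once, confirmation triplicate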
# M1 antag: antagonists of rat M1 muscarinic receptor; P08482; CHO-M1 cells, Fluo-4 calcium, ACh EC80 antagonist mode; stronger effect = lower value; B-score at 10 µM; hit rate 3.4% among 64,000;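 active = calcium fluorescence response, raw or row-and-column corrected B-score, differing from the plate sample mean either way at a set confidence level, mostly lower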
# HEK293 NFkB inh: lowers PMA/ionomycin-induced NF-kB signal in HEK293 cells; inhibition, % at 3 µM; AID 465; hit rate 0.21% among 62,000; HEK-293 NF-kB luciferase reporter, luminescence;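 active = inhibition above the mean of all tested compounds plus 3 SD, cut at about 40% in these data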;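 also: 0% = stimulated DMSO wells and 100% = 10 µM reference inhibitor 5653914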
#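 Reagent: PMA plus ionomycin mix as NF-kB-activating stimulus. Assay system: NF-kB luciferase reporter HEK-293 cells. Technique: luminescence from luciferase substrate reagent. Incubation: 1 h compound pre-incubation, 16 h PMA/ionomycin at 37 °C. Benchmarks: DMSO only as uninhibited control, 10 µM reference inhibitor as full inhibition. Repeats: tested once.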
# TNAP act mid DEA: human TNAP activation, intermediate phosphate acceptor. 64,000 tested, under 10 active. purified TNAP, CDP-star luminescence, 100 mM DEA, 30 min; stronger effect = higher value; scale: 0 levamisole-inhibited, 1 vehicle-only enzyme. activation factor at 20 µM;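 active = activation factor of at least 2 at 20 µM, relative to controls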
# Ec RNAP inh: Escherichia coli RNA polymerase inhibition. P0A8V2. E. coli RNA polymerase, fluorescence transcription assay. inhibition, %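 (tested at 10 µM)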. hit rate 0.2% among 62,000. AID 559; in the data active = inhibition above about 20%;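 also: 0% = enzyme without compound and 100% = no enzyme blank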
# S1P1 ag pot: agonists and agonism potentiators of human S1P1 receptor; P21453; S1P1 CRE-bla cells, forskolin, beta-lactamase FRET, potentiator mode; S1P1 agonist co-added at EC20, 2 nM; 100% = saturating reference agonist, 0% = basal; activation, % at 9.5 µM; hit rate 0.57% among 56,000;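 active = activation above a cutoff set at the mean activation of all tested compounds plus 3 SD, cut at about 54% in these data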;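 also: forskolin at 4 µM as EC80 and the EC20 agonist is SEW2871; 100% = SEW2871 at its EC100 plus forskolin at EC80; some compounds past the cut are filed as inactive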
# Target sequence (P21453 whole entry, looked up): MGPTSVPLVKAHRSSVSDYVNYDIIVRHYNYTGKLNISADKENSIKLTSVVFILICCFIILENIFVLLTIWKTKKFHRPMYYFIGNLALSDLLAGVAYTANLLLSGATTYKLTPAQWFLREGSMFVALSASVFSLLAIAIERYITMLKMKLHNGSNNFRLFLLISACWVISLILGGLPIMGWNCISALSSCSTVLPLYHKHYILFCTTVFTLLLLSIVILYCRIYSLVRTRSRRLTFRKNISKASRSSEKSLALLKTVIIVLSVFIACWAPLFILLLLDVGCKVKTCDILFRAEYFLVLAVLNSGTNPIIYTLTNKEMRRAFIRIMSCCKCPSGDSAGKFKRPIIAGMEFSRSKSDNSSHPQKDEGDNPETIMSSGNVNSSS
# * hit, by the source's call; nt = no result given.
SMILES,M1 agonist,Jurkat tox 60K,D1 mod,S1P3 ag,M1 antag,HEK293 NFkB inh,TNAP act mid DEA,Ec RNAP inh,S1P1 ag pot
CCOC(=O)N(CC)c1ccc(C(O)(C(=O)OC)C(F)(F)F)cc1 (stereo unspecified),-0.14,0,0.67,-0.8,-0.053,21,0.9,9,-7
CCCCn1c(O)c(C(CC)=NCCc2ccccc2)c(=O)[nH]c1=O,1.6,-1,6.3*,0.2,0.11,5,0.9,0,-32
CCOC(=O)C(O)(c1ccc(N(CC)S(=O)(=O)c2ccccc2)cc1)C(F)(F)F (stereo unspecified),0.22,2,-0.089,0.3,-0.75,-2,0.9,2,-17
FC(F)(F)c1ccc2c(c1)nnn2C1CCN(Cc2nnnn2Cc2ccccc2)CC1,-0.68,0,-0.92,-0.5,-0.37,5,0.9,3,6
CNCCc1c[nH]c2ccccc12,-0.35,nt,1.6,-2.4,0.66,nt,0.9,0,16
CCC(=O)c1c(O)n(C2CCCCCC2)c(=O)[nH]c1=O,-0.089,-8,1,-0.9,1,6,0.9,4,12
CCc1nnc(NC(=O)CCc2nc(C3=CCN(C)CC3)no2)s1,nt,1,-0.86,-0.5,nt,8,0.9,1,-16
CNP1(NC)=NC(C(F)(F)F)=NC(C(F)(F)F)=N1,0.12,-1,nt,-0.1,-0.093,0,0.8,6,-5
Cc1c(C(=O)N2CCC3(CC2)OCCO3)sc2ncnc(N3CCN(c4ccccn4)CC3)c12,5,-1,-6.7*,-1.3,-0.9,22,0.9,2,1
CCN(CC)CCN=Cc1c(O)n(C2CCCCCC2)c(=O)[nH]c1=O,-1.7,2,0.26,-0.7,0.028,6,1,nt,2
CP(C)(=O)CCC(=O)O,0.16,-4,-0.33,-1.3,-0.01,-5,0.9,13,-18
Cc1nc2c(c(C)nn2-c2ccccc2)c(C)c1CCC(=O)N1CCC2(CC1)OCCO2,-1,1,3,-0.5,0.096,-2,0.9,7,-8
C=CCn1c(O)c(C(C)=Nc2ccc(N(C)C)cc2)c(=O)[nH]c1=O,0.74,8,-0.27,-0.9,0.074,-12,0.9,1,3
Oc1ccc(C2NCc3ccccc3-n3cccc32)cc1Cl (stereo unspecified),-1.8,6,-1.9,0.4,-3.5*,15,0.9,11,94*
CC(C)Sc1nnc([C@@H](N)Cc2c[nH]c3ccccc23)o1,1.7,-8,0.7,-0.7,-0.18,9,0.9,6,6
CC1(C)CC(=O)C(C2(O)C(=O)NC(=O)NC2=O)=C(O)C1,-0.0059,-3,2.8,-0.3,-0.25,16,1,5,-7
Cc1ccc(-n2c(O)c(C=NCCN3CCOCC3)c(=O)[nH]c2=O)cc1,0.24,nt,-0.2,-1.9,0.12,nt,0.9,11,-10
COc1ccc(C(=O)C(C)(C)NO)cc1,1.1,-10,1.1,2.2,0.016,9,0.9,2,-8
O=P1(NCc2ccco2)COc2ccccc2OC1,nt,-8,-0.024,0.3,nt,13,0.9,5,-15
CN1CCC(O)(c2ccccc2)C(C(=O)c2ccccc2)C1 (stereo unspecified),nt,2,-3.8,-0.8,nt,6,0.9,4,-9
Cn1c(C(=O)N2CCC(C(=O)N3CCC4(CC3)OCCO4)CC2)cc2sccc21,-0.38,-5,nt,0.2,0.073,-3,1,2,6
N[C@@H](Cc1c[nH]c2ccccc12)c1nnc(SCc2ccccc2F)o1,-0.77,1,0.082,-0.5,0.14,3,0.9,6,-19
Cc1ccc(CN2C(=O)NC(=O)C3(Cc4c(nc5ccccn5c4=O)N4CCCCCC43)C2=O)cc1 (stereo unspecified),-0.08,5,-0.52,-1.7,0.28,19,1,-8,1
CC1=C(C(=O)N2CCC3(CC2)OCCO3)C2(CCC(C)CC2)OC1=O (stereo unspecified),0.036,-6,0.049,-0.5,0.088,14,1,10,9
CCOc1ccc(Cc2c(O)[nH]c(=O)[nH]c2=O)cc1,11,nt,nt,-0.4,-0.028,nt,0.9,10,7
CN(C)CCN=Cc1c(O)n(CCC2=CCCCC2)c(=O)[nH]c1=O,-0.72,-4,0.16,0.1,-0.073,-1,0.9,7,-24
C=CCN1C(=O)C2(C(C(=O)OCC)=C(N)Oc3c2c(=O)oc2ccccc32)c2ccccc21 (stereo unspecified),-0.13,5,nt,-0.5,0.95,15,0.9,3,-6
CCOC(=O)C1=C(N)OC2=C(C(=O)CC(C)(C)C2)C12C(=O)Nc1ccccc12 (stereo unspecified),0.36,0,-0.72,-1.1,-0.48,16,0.9,4,-7
CC1=CC(=O)NP(=O)(Oc2ccc3ccccc3c2)N1 (stereo unspecified),-0.17,-3,0.12,-0.9,0.25,-6,0.9,13,2
CC(=Nc1ccc2c(c1)CCC2)c1c(O)n(C)c(=O)n(C)c1=O,0.002,1,-1.1,-2.2,0.0088,5,0.9,3,10
Cc1nn(C)c(C)c1P(=S)(c1c(C)nn(C)c1C)N(C)C,-0.073,-6,-0.28,-0.9,-0.3,19,1,7,-4
Cn1cc(C(=O)N2CCC3(CC2)OCCO3)c2c3ccccc3n(C)c2c1=O,-0.089,-4,0.86,-0.4,0.0014,-6,1,4,-49
CN1C(=O)N(C)C(=O)C2(Cc3c(nc4ccccn4c3=O)N3CCc4ccccc4C32)C1=O (stereo unspecified),0.38,0,nt,-1.8,0.23,19,0.9,7,6
Cc1nc2nc(C)c(CCC(=O)N3CCC4(CC3)OCCO4)c(C)n2n1,-0.4,2,nt,0.9,0.017,17,0.9,7,-12
Cc1ccccc1NC1=NCCCS1,1.2,0,-1,-0.6,-1.7,18,0.9,6,15
Cc1ccc2c(c1)[C@@H]1CN(C)CC[C@@H]1N2C(=O)Nc1cccc(C(F)(F)F)c1,0.57,nt,-4.8*,-4.6,0.92,nt,0.9,8,8
O=C(COc1ccc2ccccc2c1)N1CCN(C2CCN(Cc3ccccc3)CC2)CC1,-0.88,nt,0.81,-5.2,-2.4*,nt,0.9,6,21
N[C@@H](Cc1c[nH]c2ccccc12)c1nnc(SCc2c(F)cccc2Cl)o1,-1.9,-7,-0.13,-0.3,-0.0033,9,1,5,1
Cc1occc1C(=O)N1CCC2(CC1)OCCO2,-0.078,7,-0.41,-0.4,-0.82,19,0.9,-1,-7
COc1ccccc1N1C(=O)NC(=O)C2(Cc3cc(C)ccc3N(C)C2)C1=O (stereo unspecified),-0.49,2,-0.55,-0.9,0.0081,-4,0.9,7,-4

# Next section; the last three above are carried over.
SMILES,M1 agonist,Jurkat tox 60K,D1 mod,S1P3 ag,M1 antag,HEK293 NFkB inh,TNAP act mid DEA,Ec RNAP inh,S1P1 ag pot
N[C@@H](Cc1c[nH]c2ccccc12)c1nnc(SCc2c(F)cccc2Cl)o1,-1.9,-7,-0.13,-0.3,-0.0033,9,1,5,1
Cc1occc1C(=O)N1CCC2(CC1)OCCO2,-0.078,7,-0.41,-0.4,-0.82,19,0.9,-1,-7
COc1ccccc1N1C(=O)NC(=O)C2(Cc3cc(C)ccc3N(C)C2)C1=O (stereo unspecified),-0.49,2,-0.55,-0.9,0.0081,-4,0.9,7,-4
C/C(CCc1c[nH]c2ccccc12)=N\O,0.25,6,-0.067,-1.4,-0.032,-2,0.9,5,-10
c1ccc(C2NCc3ccccc3-n3cccc32)cc1 (stereo unspecified),0.49,1,-0.017,-0.8,-0.46,-1,0.8,6,-29
Cc1noc(C)c1C(=O)N1CCC2(CC1)OCCO2,0.57,-1,-0.084,-0.2,2.3,9,0.9,9,-2
O=C(C1CCC(=O)N1C1CCCCC1)N1CCC2(CC1)OCCO2 (stereo unspecified),-1.7,-2,0.4,-0.7,-0.019,14,1,5,2
COc1ccc(CC2c3cc(OC)c(OC)cc3CCN2C)cc1OC (stereo unspecified),0.017,-1,-2.5,0.4,-0.55,12,0.9,6,7
CC(=O)C1C2c3ccccc3OC1(C)N=c1s/c(=C/c3cn(C)nc3C)c(=O)n12 (stereo unspecified),-0.16,1,-0.51,0.1,-2.3,14,0.9,4,-30
CC(=NCc1ccc2c(c1)OCO2)c1c(O)[nH]c(=O)[nH]c1=O,-1.2,-6,0.19,-1.8,0.085,8,1,4,-1
CCCC12CN3CN(C1)CC(CCC)(C3)C2O (stereo unspecified),-0.71,nt,nt,-3.8,0.15,nt,1,2,-5
CCOC(=O)C1CCN(/C=C2/C(=O)NC(=O)N(Cc3ccco3)C2=O)CC1,2.3,-4,-0.044,-1.8,-0.51,13,0.9,1,-33
CCCCn1c(O)c(C(CC)=NCCCN(C)C)c(=O)[nH]c1=O,nt,-11,0.25,-0.4,nt,-7,0.8,21*,-5
CC(=O)OC1N=C(c2ccccc2)c2ccccc2NC1=O (stereo unspecified),-0.75,nt,-1.3,-4.6,0.39,nt,1,-4,2
Cn1c(O)c(C=NC2C(=O)C3(C)CCC2C3(C)C)c(=O)n(C)c1=O (stereo unspecified),0.45,-2,nt,-0.2,0.062,-1,0.9,5,-6
CC(=NCc1cccnc1)c1c(O)n(Cc2ccccc2)c(=O)[nH]c1=O,0.17,5,2.1,-1.1,-0.25,0,0.9,10,0
Cc1cc(S(=O)(=O)NC(C)C)ccc1OCC(=O)N1CCN(Cc2ccc3c(c2)OCO3)CC1,0.34,16,0.95,-0.9,-0.55,16,1,7,nt
CN(C)C(=O)Oc1ccc(OC(=O)c2ccccc2)cc1,-0.9,-3,0.00016,-2.9,0.007,10,0.9,-13,-36
CC(=O)[C@H]1CC[C@H]2[C@@H]3CC[C@H]4C[C@H](O)CC[C@]4(C)[C@H]3C(=O)C[C@]12C,0.065,nt,-0.96,-2.4,1.4,nt,0.9,12,-1
Fc1ccccc1N1CCN(Cc2ccc3c(c2)OCO3)CC1,-0.047,-3,-3,-1.6,-1.4,12,0.9,nt,-4
CC(=O)N(C1=NCCCS1)c1ccc(F)cc1,0.5,-4,nt,-1.1,-0.096,8,1,5,-16
COc1ccc(C2C(C(=O)N3CCC4(CC3)OCCO4)c3cc(OC)c(OC)cc3C(=O)N2C)cc1 (stereo unspecified),-0.41,nt,0.36,nt,-0.23,-3,0.8,-1,nt
COc1ccc(-c2cc(C(F)(F)F)n3nc(C(=O)N4CCC5(CC4)OCCO5)cc3n2)cc1OC,-0.43,0,1.7,-1.3,0.43,8,1,7,nt
Cc1ccc2cc3cc(C(=O)N4CCC5(CC4)OCCO5)oc3nc2c1,0.55,1,0.003,0.0,0.054,4,1,0,-8
O=C1c2ccccc2C2(c3ccc(Cl)cc3)NCCN12 (stereo unspecified),-0.28,-4,-0.079,-0.8,-1.2,6,0.9,8,6
CC1CN=C(Nc2ccccc2)S1 (stereo unspecified),-0.62,1,nt,-1.8,-0.17,15,0.9,nt,-16
CCOP(=S)(OCC)SCOC(=O)NCC(=O)OC,nt,-8,1.5,-0.2,nt,11,0.9,nt,-15
O=c1[nH]c(O)c(C=NC2CCN(Cc3ccccc3)CC2)c(=O)[nH]1,-0.09,nt,-2.5,-3.2,-0.06,nt,0.9,10,0
CCOC(=O)c1ccc(NC(=O)C2C3C=CC(O3)C2C(=O)O)cc1 (stereo unspecified),-0.055,-10,1.6,-1.8,0.1,0,0.9,7,20

# This is a subset. The share of hits here may be higher or lower than overall.
